APE1 inh: blocks human APE1 abasic DNA cleavage. P27695. recombinant APE1, TAMRA/BHQ-2 abasic DNA cleavage fluorescence. AID 2517. Potency, µM (series often up to 65.8 µM), without a hit: top-dose activity change, negative = inhibition, hits mostly inhibitors. actives 0.35% (n = 350,000);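 further: potency means the concentration at half of the fitted maximal effect; plate controls were vehicle for no effect and reference inhibitor for full effect; nearly all actives have a fitted effect of over 55% in size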
Target sequence (P27695 whole entry, looked up): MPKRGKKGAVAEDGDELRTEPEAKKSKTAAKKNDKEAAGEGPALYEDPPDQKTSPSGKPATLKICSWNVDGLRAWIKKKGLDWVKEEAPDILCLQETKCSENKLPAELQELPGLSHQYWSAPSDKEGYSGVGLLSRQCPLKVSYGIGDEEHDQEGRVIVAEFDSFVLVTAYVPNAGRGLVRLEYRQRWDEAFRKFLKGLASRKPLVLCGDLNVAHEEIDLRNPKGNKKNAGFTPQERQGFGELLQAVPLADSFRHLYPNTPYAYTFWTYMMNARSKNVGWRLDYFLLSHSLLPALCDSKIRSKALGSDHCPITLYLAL
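Compound pre-exposure to 0.75 nM APE1, 15 min at ambient temperature. Reaction initiated with 50 nM TAMRA/BHQ-2 THF substrate, read immediately in kinetic mode, 525 nm excitation, 598 nm emission.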
Apoferritin bind: binds horse apoferritin like a general anesthetic; P02791; apoferritin/1-aminoanthracene competitive binding, fluorescence; Potency, µM (series often up to 77.5 µM), inactives show at the highest dose activity change, negative = displacement, most hits filed as inhibitors; actives 0.074% (n = 350,000); AID 485281; further: potency means the concentration at half of the fitted maximal effect; on the % scale 0 is the no-effect control and ±100 the full control effect; nearly all actives have a fitted effect of over 20% in size
Target sequence (P02791 2-175 limits assumed): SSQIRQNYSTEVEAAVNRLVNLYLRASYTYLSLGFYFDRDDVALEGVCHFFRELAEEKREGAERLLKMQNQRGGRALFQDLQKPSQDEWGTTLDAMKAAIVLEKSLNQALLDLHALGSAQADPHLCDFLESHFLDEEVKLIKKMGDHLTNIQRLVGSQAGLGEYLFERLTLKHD
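Steps: apoferritin (10 uM) was premixed with half-saturated 1-AMA in PBS, compounds were pin-transferred, plates stood 10 min at room temperature, fluorescence was read at 380/535 nm, and curves were fitted with a Hill equation.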
BLM inh: inhibitors of human Bloom syndrome helicase BLM. actives 0.2% (n = 350,000). recombinant BLM DNA unwinding, fluorescence dequenching. P54132. Potency, µM (series often up to 56.1 µM), inactives show at the top dose activity change, negative = inhibition, usual class: inhibitors. AID 2528;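 further: potency means the concentration at half of the fitted maximal effect; plate controls were vehicle for no effect and no enzyme for full effect; nearly all actives have a fitted effect of over 35% in size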
RXFP1 antagonist: RXFP1 (human) relaxin receptor antagonism | activity change, negative = inhibition, % at 57.5 µM | HEK293-RXFP1, relaxin-stimulated cAMP HTRF, 30 min; hits give low values | actives 0.59% (n = 350,000) | AID 1259400;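 active means activity change of -60% or lower, but not beyond a set lower limit; inconclusive means change between -60% and -40%, or beyond the set limit; inactive means change above -40%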; further: on the % scale 0 is the no-effect control and ±100 the full control effect
POLB inh: blocks human DNA polymerase beta activity. P06746. Pol beta primer extension/strand displacement, fluorescence kinetic. Potency, µM (doses to about 114 µM), without a hit: at the top dose activity change, negative = inhibition, usual class: inhibitors. actives 1.3% (n = 340,000); further: potency means the concentration at half of the fitted maximal effect; on the % scale 0 is the no-effect control and ±100 the full control effect
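Enzyme-only controls used 10 nM Pol beta; buffer lacking enzyme served as negative control. Compound preincubated 15 min, then 50 nM substrate added; 0 and 10 min reads at room temperature.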
POLK inh: inhibitors of human DNA polymerase kappa; Q9UBT6; purified Pol kappa, fluorescent DNA synthesis assay, 10 min; Potency, µM (top dose mostly 107 µM), for inactives: at the highest dose activity, negative = inhibition, most hits filed as inhibitors; actives 0.53% (n = 400,000); AID 588579; further: potency means the concentration at half of the fitted maximal effect; on the % scale 0 is the no-effect control and ±100 the full control effect
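Fluorescent qHTS in 1536-well format: enzyme (10 nM) and compound sat 15 min at room temperature before 50 nM substrate (final) was added. Signal taken at 0 and 10 min; no-enzyme buffer wells were negative controls.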
Pol eta inh: blocks human DNA polymerase eta activity; Q9Y253; recombinant Pol eta, fluorescent DNA replication assay; Potency, µM (top dose mostly 114 µM), inactives show at the highest dose activity change, negative = inhibition, usual class: inhibitors; actives 1.2% (n = 390,000); AID 588591; further: potency means the concentration at half of the fitted maximal effect; on the % scale 0 is the no-effect control and ±100 the full control effect
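Pol eta at 10 nM preincubated with compounds 15 min at room temperature; reaction started with fluorescent substrate (50 nM final) and read kinetically at 0 and 10 min.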
Tb PGK inh: T. brucei PGK inhibition. PGK/GAPDH coupled, Kinase-Glo luminescence, 60 min. Potency, µM (series often up to 57.5 µM), without a hit: at the highest dose activity change, negative = inhibition, actives largely listed as inhibitors. actives 0.043% (n = 380,000). AID 602233; further: potency means the concentration at half of the fitted maximal effect; on the % scale 0 is the no-effect control and ±100 the full control effect; nearly all actives have a fitted effect of over 60% in size
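Recombinant glycosomal PGK reaction used 1,3-bisphosphoglycerate generated in-well by GAPDH (100nM final) in 100mM TEA pH 7.6, 5mM MgCl2, 0.01% Tween-20. After 60 minutes at room temperature, ATP was read by Kinase-Glo Plus luminescence end-point.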
POLI inh: blocks human DNA polymerase iota activity; Q9UNA4; Pol iota fluorescent replication assay, 10 min; Potency, µM (doses to about 115 µM), without a hit: top-dose activity, negative = inhibition, usual class: inhibitors; actives 1% (n = 390,000); AID 588590; further: potency means the concentration at half of the fitted maximal effect
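Pol iota at 10 nM preincubated 15 min with compounds at room temperature; reaction started with fluorescent substrate, 50 nM final. Fluorescence read kinetically at 0 and 10 min; buffer-only wells as negative control.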
The depositor's hits bear a star; i = inactive; ? = inconclusive; · = not tested or not shown; & = joins results of further samples; [ ] = another dose, or the depositor's remark. Unless noted, the call rests on the fitted dose curve; in most records, active means well fitted curve in the direction sought with a large enough effect; inconclusive means small, poorly fitted or top-dose-only effect, or another doubt; inactive means no such curve, though single readings can be large; an effect the other way counts as inactive or inconclusive.

Start of the listing, in advance (four entries):
SMILES	APE1 inh	Apoferritin bind	BLM inh	RXFP1 antagonist	POLB inh	POLK inh	Pol eta inh	Tb PGK inh	POLI inh
Cc1ccccc1NC(=O)N1CCCC(c2nc(-c3ccc(C(C)C)cc3)no2)C1 (stereo not given)	-7%	111%[activator]	-13%	-9	10%	-8%	-21%	i	?
Nc1ncc(Br)cc1S(=O)(=O)NCCC(=O)NCCc1ccccc1	32%	-10%	-1%	6	42%	-11%	-8%	-2%	18%
CCOC(=O)C1(Cc2ccc(Cl)cc2)CCN(C(=O)c2cc(C)nc(C)n2)CC1	2%	-13%	-3%	-9	13%	-12%	-2%	0%	54%[activator]
CN1CCN(c2ccc([N+](=O)[O-])cc2S(=O)(=O)N2CCOCC2)CC1	12%	-10%	-1%	4	21%	0%	-11%	-6%	-10%

The list itself (from the top)
SMILES	APE1 inh	Apoferritin bind	BLM inh	RXFP1 antagonist	POLB inh	POLK inh	Pol eta inh	Tb PGK inh	POLI inh
Cc1ccccc1NC(=O)N1CCCC(c2nc(-c3ccc(C(C)C)cc3)no2)C1 (stereo not given)	-7%	111%[activator]	-13%	-9	10%	-8%	-21%	i	?
Nc1ncc(Br)cc1S(=O)(=O)NCCC(=O)NCCc1ccccc1	32%	-10%	-1%	6	42%	-11%	-8%	-2%	18%
CCOC(=O)C1(Cc2ccc(Cl)cc2)CCN(C(=O)c2cc(C)nc(C)n2)CC1	2%	-13%	-3%	-9	13%	-12%	-2%	0%	54%[activator]
CN1CCN(c2ccc([N+](=O)[O-])cc2S(=O)(=O)N2CCOCC2)CC1	12%	-10%	-1%	4	21%	0%	-11%	-6%	-10%
COc1ccc(CCNC(=O)c2cc(-c3cc(C)cc(C)c3O)n[nH]2)cc1OC	10%	-8%	-12%	-3	-5%	-11%	-9%	4%	6%
COc1cccc(CNc2ncnc3ccc(-c4c(C)noc4C)cc23)c1	18%&6%	-15%	0%	·	·	2%	-23%	1%	-5%
N#Cc1c(N)sc(=S)c2c1CCCC2	-4%	-8%	-1%	-11	?	-2%	2%	-5%	3%
CC(C)(C)OC(=O)NCCc1nnc(SCC(=O)c2ccc(Cl)cc2)o1	-3%	-14%	-5%	-9	-1%	-16%	2%	9%	12%
CC(=O)Nc1ccc(NC(=O)c2c(C)nn(Cc3ccccc3Cl)c2C)cc1	25%	-7%	-4%	-13	11%	-11%	0%	3%	-9%
Cc1ccc(C)c(S(=O)(=O)N2CCN(C(=O)[C@H](C)N3C(=O)C4CC=CCC4C3=O)CC2)c1 (stereo not given in full)	18%	·	·	0	·	-3%	-8%	-2%	-9%
COc1ccc(-n2nc3c(N4CCCC(C(=O)NCc5ccc(C)cc5)C4)nnc(C)c3c2C)cc1 (stereo not given)	·	?	1%	-21	16µM*	-11%[60.1 µM]	?	-2%	10%
COc1ccc(OC)c(N/C=C/C(=O)c2ccccc2)c1	-11%	-22%	-8%	-11	21%	-11%	1%	?	0%
Nc1cc2c3ccccc3ccc2c2ccccc12	·	·	·	12	·	-8%	-14%	i	104%[activator]
C/C(=N\NC(=O)c1ccc([N+](=O)[O-])cc1Cl)c1ccccc1	14%	-8%	-4%	8	17%	-18%	-7%	5%	0%
CCOC(=O)N1CCC(NC(=O)C2CCN(S(=O)(=O)c3cnc[nH]3)CC2)CC1	6%	-9%	0%	3	-23%	-17%	5%	-7%	6%
C[N+]1(CC(O)COc2ccccc2)CCN(C(=O)c2ccc([N+](=O)[O-])cc2)CC1 (stereo not given)	2%	-3%	3%	-2	2%	-14%	-1%	2%	16%
CCc1ccc(CNC(=O)c2nn(-c3ccc(OC)c(Cl)c3)c(=O)c3c2c2ccccc2n3C)cc1	·	-1%	-2%	2	19%	3%	7%	-1%	0%
O=C(Nc1ccc(OCC(=O)N2CCOCC2)cc1)Nc1cccc2ccccc12	12%	-9%	-6%	-25	19%	-8%	-11%	2%	199%[activator]
COC(=O)[C@@]1(Cc2ccccc2)[C@H]2C(=O)N(Cc3ccccc3)C(=O)[C@H]2[C@H]2CN=C(SCc3ccc(Cl)cc3)N21	-4%	·	·	·	·	-1%	-21%	1%	-10%
Cc1ccc(C(=O)Nc2cc3ccccc3oc2=O)cc1	16%	-7%	-4%	0	-5%	0%	-5%	-4%	56%[activator]
Cc1ccc(N2N=C(C(=O)O)CCC2=O)cc1Cl	41%	-3%	-1%	9	0%	-6%	1%	-5%	6%
COc1ccc(C(=O)NCc2cccnc2)cc1OC	-5%	-21%	-7%	2	0%	5%	-4%	-6%	2%[58.9 µM]
Cc1cc(SCC(=O)c2ccccc2)n2nc(C)nc2n1	-5%	2%	6%	·	-9%	-6%	3%	-3%	?
CCC(=O)N1CCc2cc(S(=O)(=O)CCC(=O)NCCC3=CCCCC3)ccc21	2%	-22%	1%	-2	?	-5%	6%	8%	1%
COc1ccc(C(CNC(=O)c2cc(C)on2)N(C)C)cc1 (stereo not given)	10%	8%	-1%	8	-2%	-12%	3%	-3%	39%[activator]
COC(=O)c1ccccc1OC(=O)c1cccnc1	-2%	-8%	2%	13	5%	-11%	6%	i	-11%[58.9 µM]
O=C(O)c1ccc(CNCc2ccc(Cl)cc2)cc1	2%	5%	0%	-2	31%	-14%	-7%	0%	-2%
Nc1nc(NS(=O)(=O)c2ccc(Cl)cc2)nn1-c1ccccc1	?	4%	2%	4	30%	-3%	-10%	6%	19%
COc1ccc(-n2nc(C(=O)NCC(=O)N3CCN(c4ccccn4)CC3)c3ccccc3c2=O)c(OC)c1	·	·	·	-3	·	-5%	-15%	-5%	26%
Cc1onc(-c2ccccc2Cl)c1C(O)c1ccc(F)cc1 (stereo not given)	48%	-22%	-3%	-5	-25%	-10%	-15%	-8%	114%[activator]
CC(=O)NS(=O)(=O)c1ccc(NC(=S)NC(=O)CC(C)C)cc1	-2%	-1%	-3%	2	32%	-15%	-6%	-2%	48%[activator]
COc1ccc(-c2noc(CC(=O)N(C)c3cccc(C)c3)n2)cc1	·	3%	-2%	-22	-20%	-2%	-18%	i	18%
COc1ccc(-c2nc(CN3CCC(C(=O)NCCc4ccccc4)CC3)c(C)o2)cc1OC	·	-7%	-6%	·	7%	-5%	-21%	6%	18%
O=C(NCc1cccnc1)C1CC(=O)N(c2ccc(F)cc2)C1 (stereo not given)	0%	-1%	3%	1	10%	5%	0%	-1%	7%
COc1cc(C(=S)N2CCCC2)cc(Cl)c1OCC(=O)Nc1ccc(C)cc1C	0%	-5%	-1%	-15	9%	-9%	?	i	270%[activator]
CCCCCCCC/C=C/CCCCCCCCOP(=O)([O-])OCC[N+](C)(C)C	2%	-13%	2%	·	·	-5%[60.1 µM]	·	·	·
Cc1ccc(NC(=O)c2cc(C)nc3ccccc23)cc1	6%	4%	-3%	2	10%	-3%	-9%	-3%	8%
CCN(CC)C(=O)c1sc2c(c1C)c(=O)n(CCc1ccccc1)c(=O)n2Cc1cc(C)ccc1C	·	-1%	-2%	-7	6%	-3%[60.1 µM]	-2%	-9%	?
O=C(Nc1cccc(Cl)c1)c1cc(S(=O)(=O)N2CCCCC2)c[nH]1	11%	-2%	3%	·	57%	-12%	-10%	-6%	?
Cc1cccc(NC(=O)CSc2nc3sc(C)cc3c(=O)n2C)c1	·	·	·	7	·	-6%	-3%	-3%	36%[activator]
CCCC(=O)Nc1c(-c2cccc(OC)c2)c(=O)c2ccccc2n1C	55%[activator]	9%	-2%	0	14%	5%[60.1 µM]	4%	7%	-3%
COCCCn1c(=NC(=O)c2ccccc2)c(C#N)cc2c(=O)n3cccc(C)c3nc21	-4%	7%	-7%	-13	7%	-4%	-13%	-4%	183%[activator]
CC1CCCN(CCOCCOc2ccc(Cl)cc2Br)C1 (stereo not given)	-2%	-15%	-11%	-34	18%	-6%	-9%	i	-6%
Cc1cc(C)n2c(SC/C(O)=C(\C#N)c3nc4ccccc4[nH]3)nnc2n1	?	-8%	-27%	-13	18µM*	45µM*	3.2µM*	-12%	11µM*
O=C(NCc1ccccn1)c1cc2n(n1)C(C(F)(F)F)CC(c1ccco1)N2 (stereo not given)	-5%	-6%	-3%	-5	-19%	-4%	-18%	-10%	4%
CCn1c(=O)cc(OCC(=O)NCCC(C)C)c2ccccc21	-6%	-3%	4%	-20	-3%	13%	-3%	-6%	22%
CC(O)CNCCOc1cccc(Oc2ccccc2)c1 (stereo not given)	0%	-19%	3%	-5	18%	-12%	-14%	-7%	181%[activator]
CCC1(C)COC(c2ccc(OC)c(OC)c2)OC1 (stereo not given)	·	·	·	-1	·	-1%	-1%	-5%	20%
Cc1cccc(NC(=O)/C(=C\c2ccco2)NC(=O)c2cccs2)c1	-1%	-22%	0%	-9	1%	-16%	-12%	-5%	-11%
Cc1cc(C)nc(N(C#N)CC(=O)N(c2ccccc2)C(C)C)n1	2%	-13%	2%	-2	-15%	-12%	-11%	5%	3%
Cc1cc(=O)n(-c2ccccc2)n1C	3%	4%[29.3 µM]	-2%	-16	·	-14%	3%	0%	-15%
COc1ccc(-n2cc(-c3ccccc3)c3c(NCc4cccc(Cl)c4)ncnc32)cc1	·	88%[activator]	-4%	0	5%	-2%[60.1 µM]	-18%	i	14%
CCCCCNC(=O)c1cc2c(=O)n3ccccc3nc2n1C	·	56%[activator]	-4%	-6	12%	1%	0%	-3%	16%
CC1CCCCN1CCn1cnc2c([nH]c3ccccc32)c1=O (stereo not given)	-4%	-5%	0%	11	3%	-12%	-13%	5%	-16%
CCOC(=O)c1c(NC(=O)CN2C(=O)C(=O)N(CC(C)C)C2=O)sc(C)c1CC	-19%	·	·	-11	·	-8%	-19%	14%	20%
CCN(CC)C(=O)CSc1nc(-c2ccccc2)cc(-c2ccc(OC)cc2)c1C#N	·	-14%	-5%	·	3%	-11%	-16%	-5%	-13%
C=CC[C@@H](CC(=O)N(CCO)Cc1ccccc1)C(=O)N[C@H](COC(=O)[C@@H](CC=C)CC(=O)OC(C)(C)C)Cc1ccccc1	?	·	·	·	·	-8%	-19%	-3%	-20%

These rows are one share of the data, so the mix of outcomes need not match the whole.
